Screening data (PubChem BioAssay)
aSyn 5UTR inh: MLPCN primary screen, SNCA 5' untranslated region; AID 1813, 2009; 0.82% of 300,000 active; alpha-synuclein 5'UTR reporter, inhibitor activity; inhibition, % (tested at 7.5 µM); in the data active = inhibition above about 60%;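 also: H4 neuroglioblastoma cells stably carrying SNCA 5'UTR luciferase fusion; 0% = DMSO wells and 100% = positive control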
GSK3B inh: human GSK3beta kinase inhibitors, primary screen, biochemical, cell-free homogeneous, HTS; activity score (negative = inhibition), % at 10 µM; AID 2097, 2009; 0.038% of 300,000 active; Glycogen synthase kinase-3 beta (Homo sapiens), P49841; GST-GSK3beta kinase, ADP-Glo luminescence, 60 min; stronger effect = lower value;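 active = more than half of replicate wells score below -50%, meaning over 50% inhibition versus plate controls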;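 also: 0% = median DMSO wells and -100% = median GW8510 positive control wells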
Target sequence (P49841 whole entry, looked up): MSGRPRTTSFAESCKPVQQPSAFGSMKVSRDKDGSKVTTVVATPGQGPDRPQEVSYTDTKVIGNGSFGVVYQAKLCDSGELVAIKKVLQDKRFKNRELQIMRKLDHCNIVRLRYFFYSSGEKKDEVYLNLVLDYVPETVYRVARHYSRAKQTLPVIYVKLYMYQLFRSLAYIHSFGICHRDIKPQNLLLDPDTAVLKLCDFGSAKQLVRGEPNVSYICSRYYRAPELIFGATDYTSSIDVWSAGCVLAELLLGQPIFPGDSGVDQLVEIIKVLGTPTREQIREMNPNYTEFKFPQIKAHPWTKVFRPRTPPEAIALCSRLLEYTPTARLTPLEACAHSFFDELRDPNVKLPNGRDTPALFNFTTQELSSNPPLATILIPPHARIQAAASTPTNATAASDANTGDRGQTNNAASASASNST
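Assay system: GST-tagged human GSK3beta kinase, cell-free; Input: 1.6 ng GSK3beta; Medium: Tris/MgCl2 kinase buffer; Timing: 60 min enzyme reaction, room temperature; Signal: ADP-Glo luminescence quantifying ADP generated by kinase; Evaluation: score relative to plate controls; Benchmarks: DMSO neutral wells and GW8510 at 20 µM as positive.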
HSP90 refold inh: HSP90 inhibitors, primary screen, cell lysate, luminescence. Heat shock protein HSP 90 (rabbit reticulocyte lysate; luciferase refolding). Rabbit reticulocyte lysate, luciferase refolding luminescence, 3 h. inhibition, % at 5.6 µM. 0.91% of 290,000 active;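 active = inhibition above the screen-wide mean plus 3 SD, computed separately per campaign, cut at about 16% in these data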;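 also: 0% = DMSO wells and 100% = 60 µM geldanamycin wells; inhibitors lower the luminescence because luciferase stays unfolded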
KLF5 inhibitor: KLF5 expression inhibitors, primary screen, DLD-1 cells, luminescence; AID 1700, 2009; 0.23% of 290,000 active; inhibition, % at 5 µM; DLD-1 KLF5 promoter-luciferase reporter;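 active = inhibition above a per-plate limit of that plate's mean compound inhibition plus 3 SD, cut at about 60% in these data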;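 also: 0% = DMSO wells and 100% = LY294002 at 200 µM; higher means less KLF5 promoter-driven luciferase light; inactives centre near -14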
PolyA inh: polyadenylation inhibitors in yeast reporter cells, primary screen, luminescence, S. cerevisiae. S. cerevisiae SKY197-pL101 polyadenylation reporter, beta-gal luminescence; efflux-impaired pdr1/pdr3 knockout yeast; score 100 = 6 SD above DMSO. calls only at 12 µM. 0.02% of 300,000 active. AID 1875, 2009;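 active = lowest replicate activity score at least 50, where 100 means six control SD above control mean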;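 also: yeast exposed to compound for 9 h at 30 °C; higher score means more reporter readthrough which indicates perturbed polyadenylation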
HSF1 inh: HSF1 inhibitors in luciferase reporter cells, primary screen, cell-based, NIH3T3, luminescence. 0.77% of 300,000 active. NIH3T3-HGL HSE-luciferase, MG132-induced, luminescence 8 h; stronger effect = lower value. activity change, negative = inhibition, % at 7.5 µM (by protocol);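 active = more than half of replicate wells show activity change below -50%, luminescence cut by over half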;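 also: luciferase reports HSF-1 transcriptional activity via heat shock element; 0% = median of DMSO wells and -100% = zero luminescence signal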
IEC-6 cytotox: cytotoxicity in IEC-6 intestinal epithelial cells, primary screen, cytotoxicity control for KLF5 inhibitor project, cell-based, luminescence; 0.78% of 290,000 active; inhibition, % at 5 µM; IEC-6 cytotoxicity, luminescence viability; in the data active = inhibition above about 22%;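 also: 0% = plate median of test compound wells and 100% = cytotoxic reference compound wells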
GSK3 alpha inh: blockers of GSK3A enzyme activity – biochemical, luminescence, cell-free homogeneous, HTS, primary screen; Glycogen synthase kinase-3 alpha (Homo sapiens), P49840; GSK-3 alpha kinase, ADP-Glo luminescence, 60 min; inhibition, % at 10 µM; 0.1% of 320,000 active;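 in the data active = inhibition above about 50%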;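 also: GST-tagged GSK-3 alpha with peptide substrate and 25 µM ATP; 0% = DMSO neutral wells and 100% = GW8510 positive control wells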
Target sequence (P49840 whole entry, looked up): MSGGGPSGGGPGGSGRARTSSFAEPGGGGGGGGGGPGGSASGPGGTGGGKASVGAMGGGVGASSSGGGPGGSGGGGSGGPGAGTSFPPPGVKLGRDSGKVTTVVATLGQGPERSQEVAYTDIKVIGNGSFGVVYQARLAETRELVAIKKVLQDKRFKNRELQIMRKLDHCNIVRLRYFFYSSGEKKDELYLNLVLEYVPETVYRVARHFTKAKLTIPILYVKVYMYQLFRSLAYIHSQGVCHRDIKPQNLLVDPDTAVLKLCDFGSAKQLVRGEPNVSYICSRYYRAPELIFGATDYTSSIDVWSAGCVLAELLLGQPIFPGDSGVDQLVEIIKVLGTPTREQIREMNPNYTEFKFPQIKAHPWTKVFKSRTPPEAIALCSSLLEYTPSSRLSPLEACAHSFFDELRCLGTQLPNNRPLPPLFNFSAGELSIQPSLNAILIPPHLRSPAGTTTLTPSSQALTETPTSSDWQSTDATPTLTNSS
AI-2 QS modul: Vibrio harveyi AI-2 quorum sensing modulators, primary screen, JMH597 strain, luminescence/OD600 ratio | 0.4% of 300,000 active | activity change, % at 7.5 µM | Vibrio harveyi JMH597 AI-2 luminescence/OD600 ratio, 9 h; stronger effect = lower value; strain lacks LuxN and CqsS sensors; 0 = neutral-control median; in the data active = activity change below about -75%, passing the limit was not always enough;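 also: luminescence divided by OD600 gain over 9 h not by final OD600 alone; inactives centre near 13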
HSF-1 act: HSF-1 activators, primary screen, NIH3T3-HGL cells, MG132 stress, luminescence, single point. NIH3T3-HGL HSF-1 luciferase reporter, 8 h; 100% = twice DMSO control signal. activation, % at 9 µM. 1.7% of 300,000 active;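 active = mean replicate activation of at least 50% with a set share of replicates each reaching 50%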;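 also: 0% = median of the neutral control wells and 100% = twice that signal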
* hit, by the source's call; i = inactive; x = no result given.

Screens in order – aSyn 5UTR inh	GSK3B inh	HSP90 refold inh	KLF5 inhibitor	PolyA inh	HSF1 inh	IEC-6 cytotox	GSK3 alpha inh	AI-2 QS modul	HSF-1 act
O=C(Nc1ccc(CN2CCOCC2)cc1)c1ccc(-c2ccc(Br)cc2)o1
→ 23.0	-2.1	-0.2	-34.0	i	-2.9	1.2	0.7	17.3	1.1
COc1cc(/C=C2\SC(N)=NC2=O)ccc1O
→ 7.4	6.1	-3.5	-30.4	i	-15.6	7.8	6.1	7.3	-25.9
O=C(NCCc1ccc(F)cc1)c1ccncc1
→ -42.0	1.4	-3.1	-17.1	i	2.4	-0.5	-0.9	6.9	32.3
Cc1cccc(C(=O)Nc2cc(=O)n(C)c(=O)n2C)c1
→ 17.9	2.7	-3.8	-4.7	i	-3.6	-7.8	0.5	7.4	19.2
CC(=O)n1c2ccccc2c2ccccc21
→ -7.2	0.5	-5.9	-27.2	i	-3.7	-10.8	-1.5	20.4	-5.4
Cc1ccc(N=c2sc(C)c(C)n2C)cc1
→ -178.0	-0.2	1.6	4.1	i	3.8	-0.5	-0.7	1.2	0.6
COc1ccnc(N=CNOCc2cccc(C(F)(F)F)c2)c1C#N
→ -5.9	-0.2	3.2	-6.6	i	10.2	4.3	0.5	10.3	18.1
COc1ccccc1NC(=O)C1CCN(S(C)(=O)=O)CC1
→ -10.7	-0.7	0.0	-7.2	i	-5.1	3.5	3.3	4.5	3.7
Cc1nc(C(F)(F)F)c(C(=O)N/N=C(\N)c2ccccn2)s1
→ 43.0	4.4	-1.5	16.1	i	9.4	5.2	1.9	20.3	-10.1
CO/N=C/NC(=O)NOCc1c(Cl)cccc1Cl
→ 23.3	-1.1	2.2	-84.9	i	-4.2	0.5	-1.1	16.3	-1.3
CCOC(=O)c1sc(N2N=C(C)/C(=C\c3ccc(OCC(=O)OC)cc3)C2=O)nc1C
→ 21.7	-0.8	-2.3	0.0	i	-20.2	4.0	x	42.5	-35.9
c1ccn(-c2ccc(N3CCOCC3)cc2)c1
→ -124.8	2.2	-5.6	-38.1	i	-62.5*	5.8	0.0	33.7	-68.5
Cc1ccc(S(=O)(=O)N2CCN(C(=O)COC(=O)CNC(=O)c3ccccc3)CC2)c(C)c1
→ 3.5	-3.0	x	x	i	-4.8	x	-2.2	15.1	-14.9
O=C(O)C1CCC(=O)N(C2CC2)C1c1ccccc1 (centres undefined)
→ 10.3	-1.2	2.7	-37.8	i	-3.1	-4.9	-0.8	5.5	3.3
CCCn1nnnc1NCc1c(Cl)cccc1Cl
→ -3.1	4.7	-3.0	-5.9	i	-8.7	-0.1	-1.8	-1.3	-14.0
COc1cccc(-c2nn(C)c3sc(C(=O)N4CCOCC4)cc23)c1
→ -2.5	-0.3	27.4*	-7.2	i	-4.4	2.8	0.9	-4.0	-1.7
COc1ccc(OC)c(NC(=O)C2CCC(CNc3c(N4CCOCC4)c(=O)c3=O)CC2)c1 (centres undefined)
→ 3.0	5.5	3.1	-27.0	i	10.0	-0.5	-3.5	27.1	2.8
COc1cccc(C(=O)N(Cc2ccc(N(C)C)cc2)C2CCS(=O)(=O)C2)c1 (centres undefined)
→ 1.7	0.6	-2.0	-10.9	x	-0.4	-2.7	-0.6	14.2	-10.1
COc1ccc(N2CCN(C(=O)COC(=O)/C=C/c3ccc(C(F)(F)F)cc3)CC2)cc1
→ 4.8	-0.1	x	x	i	-6.2	x	-7.7	-7.5	2.6
CC(=O)c1cnc2c(-c3ccc(Cl)cc3)cnn2c1C
→ x	x	-0.5	-11.9	x	x	-2.4	-1.3	x	x
COc1ccc(C(=O)CSc2nnc(COc3ccccc3)n2Cc2ccco2)cc1
→ -7.1	-2.9	1.6	-19.0	i	6.1	-2.3	2.2	14.1	1.8
Cc1ccc(S(=O)(=O)NCCN2CCOCC2)c(C)c1C
→ 8.8	1.7	0.3	5.2	i	-9.0	-2.2	-0.8	29.1	4.8
COCCCn1c(=O)c2sccc2n2c(CCCC(=O)NCc3ccc(F)cc3)nnc12
→ 1.2	-2.2	-8.3	8.0	i	-3.0	1.0	-2.1	27.4	-4.6
COC(=O)CSC1=C(C#N)C(c2cccc(OC)c2)CC(=O)N1 (centres undefined)
→ 6.8	0.6	-2.5	-2.8	i	0.0	-6.2	1.3	24.1	-5.9
Cc1ccccc1OCCC(=O)OCC(=O)Nc1ccc(C(N)=O)cc1
→ 9.8	-5.7	2.0	-2.5	i	3.5	-0.1	-2.3	17.1	13.8
COc1ccc2[nH]c(C)c(C(=O)CN3CC(C)OC(C)C3)c2c1 (centres undefined)
→ 1.9	0.0	4.0	9.3	i	3.4	1.4	-1.4	-1.2	17.9
O=C(CCNC(=O)c1ccc([N+](=O)[O-])cc1)Nc1ccccc1N1CCCC1
→ -3.7	-0.4	1.1	5.8	i	0.9	-1.3	-5.5	18.6	-11.4
CCOC(=O)CSc1n[nH]c(NS(=O)(=O)c2ccccc2C(F)(F)F)n1
→ -24.1	-0.1	-1.2	-7.2	i	-3.4	-5.1	-0.1	1.4	-10.9
O=C(CCN1C(=O)C2C3C=CC(C3)C2C1=O)Nc1ccccc1 (centres undefined)
→ 6.0	-1.1	2.1	5.0	i	-7.3	-6.7	5.8	-7.2	-1.7
O=C(CCC(=O)OCc1ccc(C(=O)Oc2ccc(Cl)cc2)cc1)Nc1ccccc1
→ -1.7	-3.6	3.6	5.3	i	12.8	2.7	-1.8	-9.0	29.6
CS/C(=N\S(=O)(=O)c1cccs1)Nc1ccc(Br)cc1F
→ -4.1	5.5	3.2	2.5	i	-2.0	-0.6	-4.1	37.0	12.0
CCOc1cc(/C=N/NC(=O)c2cc3c(ccc4ccccc43)o2)ccc1O
→ x	-1.5	-1.6	-17.1	x	x	-3.5	x	10.6	x
CCCCCCn1nc(C(=O)OCC(=O)c2c(N)n(C)c(=O)n(C)c2=O)c2ccccc2c1=O
→ 2.0	3.0	2.8	-11.0	i	24.8	-1.1	-0.8	14.0	32.1
COc1cccc2cc(C(C)N(CCCN3CCOCC3)C(=O)Nc3ccccc3)oc12 (centres undefined)
→ 12.2	0.9	-1.9	5.7	i	-9.8	0.9	0.4	33.8	7.5
Cc1ccc(NS(=O)(=O)c2cccc(C(=O)O)c2)cc1S(=O)(=O)N1CCCCC1
→ -17.6	4.0	2.5	-36.4	i	-9.7	-9.1	-5.1	26.0	-1.3
CCOc1ccccc1OCC(=O)NNC(=O)Cn1cnc2c1c(=O)n(C)c(=O)n2C
→ 12.3	2.7	1.3	1.4	i	0.7	0.8	0.8	23.3	-0.7
O=Cc1ccc(-c2cc(Cl)ccc2Cl)[nH]1
→ 22.4	0.2	-3.1	-41.2	i	-1.3	0.7	-0.9	0.2	15.7
CCOC(=O)c1oc2cc(C)cc(O)c2c(=O)c1-c1csc(C)n1
→ 13.9	-2.3	3.9	-18.6	i	0.2	-1.1	x	20.2	1.7
COC(=O)C(C)Oc1cc(OC(C)C(=O)OC)c2c(C)c(Cl)c(=O)oc2c1 (centres undefined)
→ -1.9	-0.8	-3.3	-36.2	i	2.1	0.2	-1.9	-4.0	8.4
O=C(COC(=O)c1cnc(Cl)c(Cl)c1)NCc1ccc2c(c1)OCO2
→ 5.8	-1.6	-1.1	-19.9	i	8.5	-11.9	-2.9	6.5	-0.1
CN(C)/C=C/C(=O)c1ccc(Br)s1
→ 3.0	4.6	3.7	-14.0	i	-6.8	3.2	-6.2	18.2	7.7
CCOc1ccc(NC(=O)c2ccc3c(=O)n4c(nc3c2)CCCCC4)cc1
→ -11.3	-5.4	4.5	-18.0	i	-6.6	-0.9	-1.3	-1.1	2.8
COc1ccc(S(=O)(=O)N(C)C2CCN(C)CC2)cc1
→ -8.5	0.9	2.8	-8.4	i	-5.7	6.3	-2.3	13.1	-11.5
CCOC(=O)c1cnc2c(C)c(C)ccc2c1NCCN1CCOCC1
→ -10.6	-2.3	-1.3	-57.1	i	8.9	-2.2	x	33.4	48.5
O=S(=O)(c1cccc2cccnc12)N1CCN(Cc2ccc3c(c2)OCO3)CC1
→ 11.2	0.4	0.1	-13.7	i	0.6	5.0	x	-15.5	-12.4
COCC(C)N=CC1=C(O)CC(C)(C)CC1=O (centres undefined)
→ 6.6	0.7	-3.3	-6.3	i	-4.8	-6.4	-5.4	17.1	-15.2
CCOC(=O)Cc1csc(NC(=O)CN2CCOCC2)n1
→ -16.1	6.4	4.1	-15.9	i	-2.8	-0.7	-0.3	5.5	-9.5
Cc1cc(C)c(C)c(S(=O)(=O)NC2CCN(Cc3ccccc3)CC2)c1C
→ -0.7	-4.3	-2.5	-5.5	i	-6.9	4.2	-0.8	24.7	4.9
CS(=O)(=O)N(CCc1ccccc1)CC(=O)NCc1ccccc1
→ -19.8	-3.5	1.9	-11.2	i	7.6	3.1	0.2	22.1	8.4
CCOc1ccccc1Nc1nc(N2CCCC2)nc(N2CCOCC2)n1
→ 0.8	5.5	x	x	i	-0.7	x	0.6	22.3	-13.9
COc1ccc(C(=O)N/N=C\C(C)=C\c2ccccc2)cc1OC
→ -17.6	-1.2	x	x	i	6.6	x	-2.1	33.1	3.5
O=C(NCc1ccco1)c1cccc(C(F)(F)F)c1
→ -2.9	0.6	1.1	-30.0	i	2.6	1.8	-1.9	14.7	16.2
COc1cccc(Nc2nc(-c3sc(C)nc3C)cs2)c1
→ -103.2	1.6	-2.5	-107.9	i	22.9	-4.3	-0.4	-7.2	41.2
CCc1ccc(N2CC(C(=O)Nc3cc(C)on3)CC2=O)cc1 (centres undefined)
→ -11.9	-0.2	8.0	-0.1	i	-4.8	-3.7	-3.5	27.3	1.0
Cc1ccc(NC(=S)NNC(=O)CSc2nc3ccccc3c(=O)n2-c2ccc(C)cc2)cc1
→ 32.4	-9.3	1.8	25.1	i	-2.2	-0.9	-4.5	17.4	5.2
CCOc1ccc(/C=N/NC(=O)c2nnn(-c3nonc3N)c2COc2ccc(F)cc2)cc1
→ -0.2	3.3	-3.5	-17.8	i	2.7	-0.4	-1.4	7.5	0.5
CCO[C@@H]1OC(C(=O)NCc2ccccc2)=C[C@H](c2ccccc2)[C@H]1CCCO
→ 7.2	2.3	2.3	3.6	i	-37.2	-0.5	-2.5	23.1	-51.4
N/C(=N/OCc1cccc([N+](=O)[O-])c1)c1nonc1N
→ x	x	-0.4	-23.3	x	x	-2.5	3.0	x	x

Some of the compounds tested; rates above refer to the full screens.
